Source: PubChem BioAssay (National Center for Advancing Translational Sciences (NCATS))
Akt phos inh – HTS Assay for Inhibitors of Akt Phophorylation: Primary Screen; Neuro2A IGF-stimulated pAkt S473 HTRF, 20 min; hits give low values; AID 651550, 2012; hit rate 0.32% among 360,000; activity change, % for hits at 50 µM; in the data active means activity change below about -80%; inconclusive means mostly about -51% to -80%; further: on the % scale 0 is the no-effect control and ±100 the full control effect
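Neuro2A cells (4,500/well, DMEM with 0.5% FBS) were treated with compound at a single 50 µM final concentration, stimulated with 6 nM IGF for 20 min at 37 °C, and lysed. Phospho-Akt Ser473 was read by HTRF as 665/615 ratio ×10^4.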
EPAC2 agonist – qHTS for Agonist of cAMP-regulated guanine nucleotide exchange factor 4 (EPAC2): primary screen. Potency, µM (top dose mostly 154 µM), without a hit: top-dose activation, actives largely listed as activators. hit rate 0.079% among 360,000. EPAC2 activation, biochemical qHTS; response scale: 100% = 6.5 mM cAMP response. Rap guanine nucleotide exchange factor 4 (Homo sapiens), Q8WZA2; further: potency means the concentration at half of the fitted maximal effect; nearly all actives have a fitted effect of over 50% in size
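Each well held 100 nM EPAC2, 250 nM RAP1B-BODIPY-GDP and 50 uM GDP. Fluorescence, read at 5-min intervals to 30 min, was referenced to a 6.5 mM cAMP positive control.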
MmCpn inh – Inhibitors of TCP-1 ring complex (TRiC) of Methanococcus maripaludis (MmCpn): qHTS | hit rate 0.031% among 330,000 | purified Mm-Cpn ATPase, ADP Transcreener TR-FRET | AID 504842, 2011 | Chaperonin Mm-Cpn (Methanococcus maripaludis) | Potency, µM (highest dose often 76.9 µM), without a hit: at the highest dose activity, negative = inhibition, actives largely listed as inhibitors; further: potency means the concentration at half of the fitted maximal effect; on the % scale 0 is the no-effect control and ±100 the full control effect; nearly all actives have a fitted effect of over 80% in size
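Compound-treated chaperonin, 25 nM final, turns over 10 uM ATP at 37°C for 30 min following a 10 min preincubation; ADP generated competes with ADP-d2 for Eu-cryptate antibody, lowering FRET.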
CCT modulator – High-Throughput Screening for Modulators of Cytosolic Chaperonin Activity; AID 651819, 2012; activity change, % (no concentration beside the values), hits read low; purified chaperonin ATPase assay, HTRF ADP detection, 30 min; hit rate 0.3% among 360,000; in the data active means activity change below about -30%; further: on the % scale 0 is the no-effect control and ±100 the full control effect
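Nucleotide hydrolysis assay: TRiC at 20–40 nM final (set by batch activity) with 10 uM ATP, 30 min at 37 °C, in presence of 76 uM compound. Detection by competitive ADP HTRF, 30 min ambient.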
PTHR1 ag – qHTS for PTHR1 Agonists: Primary Screen | Parathyroid hormone/parathyroid hormone-related peptide receptor (Homo sapiens), Q03431 | HEK293 GP2 PTHR1 cells, GloSensor cAMP luminescence, 1 h | Potency, µM (top dose mostly 115 µM), for inactives: at the highest dose activation, actives largely listed as activators | hit rate 0.075% among 410,000 | AID 743266, 2014; further: potency means the concentration at half of the fitted maximal effect; nearly all actives have a fitted effect of over 55% in size; some results filed as inactive show a strong effect at the top dose; inactives centre near -15; many of its hits are not listed in these tables
Target sequence (Q03431 whole entry, looked up): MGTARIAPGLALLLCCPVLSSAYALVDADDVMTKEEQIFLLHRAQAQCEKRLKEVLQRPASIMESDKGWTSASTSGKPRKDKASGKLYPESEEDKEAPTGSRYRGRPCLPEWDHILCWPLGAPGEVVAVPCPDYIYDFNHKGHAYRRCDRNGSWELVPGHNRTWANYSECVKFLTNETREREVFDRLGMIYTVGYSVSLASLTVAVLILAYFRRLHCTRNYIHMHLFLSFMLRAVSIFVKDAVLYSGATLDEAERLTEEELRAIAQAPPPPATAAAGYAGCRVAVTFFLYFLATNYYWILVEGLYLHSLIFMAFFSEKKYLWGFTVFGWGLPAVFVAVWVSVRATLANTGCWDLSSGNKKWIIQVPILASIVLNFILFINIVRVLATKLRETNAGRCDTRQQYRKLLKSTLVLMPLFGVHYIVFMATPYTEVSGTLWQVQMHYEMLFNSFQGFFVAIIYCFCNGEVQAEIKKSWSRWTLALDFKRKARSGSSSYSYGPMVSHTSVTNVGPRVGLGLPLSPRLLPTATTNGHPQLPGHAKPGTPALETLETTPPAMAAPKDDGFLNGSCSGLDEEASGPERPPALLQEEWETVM
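HEK-293-derived GP2 cells expressing PTHR1 and a GloSensor cAMP reporter, 3,000/well, plated overnight, given luciferin plus IBMX (each 0.5 mM as added) for 1 h at 37 °C, then compound for 1 h at 37 °C. Luminescence was read after 15 min at room temperature.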
EPAC2 antagonist – qHTS for Antagonist of cAMP-regulated guanine nucleotide exchange factor 2 (EPAC2): primary screen; Rap guanine nucleotide exchange factor 4 (Homo sapiens), Q8WZA2; EPAC2 GEF exchange of Rap1B-BODIPY-GDP, fluorescence; Potency, µM (series often up to 114 µM), inactives show at the top dose activity, negative = inhibition, usual class: inhibitors; hit rate 0.18% among 360,000; AID 720708, 2013; further: potency means the concentration at half of the fitted maximal effect; on the % scale 0 is the no-effect control and ±100 the full control effect; nearly all actives have a fitted effect of over 45% in size; many of its hits are not listed in these tables
D3 antag – qHTS of D3 Dopamine Receptor Antagonist: qHTS | hit rate 2.5% among 360,000 | D(3) dopamine receptor (Homo sapiens), P35462 | D3R cells, DiscoveRx beta-arrestin luminescence, antagonist mode; hits give low values | max response, negative = inhibition, %; in the data active means max response below about -50%; inconclusive means no clear call, values can overlap the other calls; further: on the % scale 0 is the no-effect control and ±100 the full control effect; mostly tested at two doses, the higher about 12 µM
Target sequence (P35462 whole entry, looked up): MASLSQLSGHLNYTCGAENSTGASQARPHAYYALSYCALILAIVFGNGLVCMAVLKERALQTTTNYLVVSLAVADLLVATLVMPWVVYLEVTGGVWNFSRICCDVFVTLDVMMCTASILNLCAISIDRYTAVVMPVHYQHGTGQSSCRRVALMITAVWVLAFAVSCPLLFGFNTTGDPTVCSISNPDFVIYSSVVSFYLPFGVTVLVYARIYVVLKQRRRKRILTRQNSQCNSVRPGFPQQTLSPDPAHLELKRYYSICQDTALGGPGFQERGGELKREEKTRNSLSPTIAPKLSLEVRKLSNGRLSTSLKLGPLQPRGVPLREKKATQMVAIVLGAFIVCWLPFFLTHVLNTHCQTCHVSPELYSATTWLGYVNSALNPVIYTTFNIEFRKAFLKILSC
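Cells expressing the human receptor were seeded at 1500 cells/well, incubated overnight at 37 degrees C in 5% CO2, then exposed to library compounds with dopamine controls for 90 minutes at 37 degrees C before luminescent detection.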
DRD3 agonist – qHTS of D3 Dopamine Receptor Agonist: qHTS; D(3) dopamine receptor (Homo sapiens), P35462; D3R DiscoveRx beta-arrestin cells, luminescence, 90 min; max activation, %; hit rate 0.58% among 410,000; AID 652048, 2013; in the data active means max activation above about 30%; further: 0% is about no effect; mostly tested at two doses, the higher about 12 µM
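Cells at 1500/well, incubated overnight, then treated with pinned compounds (dopamine as control) for 90 min at 37 degrees C. DiscoveRx reagent added for 30 - 60 minutes at room temperature; luminescence read.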
The depositor's hits bear a star; i = inactive; ? = inconclusive; . = not tested or not shown; & = joins results of further samples; [ ] = dose if it differs, or a comment. Unless noted, the call rests on the fitted dose curve; in most records, active means well fitted curve in the direction sought with a large enough effect; inconclusive means small, poorly fitted or top-dose-only effect, or another doubt; inactive means no such curve, though single readings can be large; an effect the other way counts as inactive or inconclusive. Some of the compounds tested. The share of hits here may be higher or lower than overall.

SMILES | Akt phos inh | EPAC2 agonist | MmCpn inh | CCT modulator | PTHR1 ag | EPAC2 antagonist | D3 antag | DRD3 agonist
O=C1CCC(C(=O)N2CCOCC2)CN1Cc1cccc(C(F)(F)F)c1 (stereo not given) | i | 2.6% | 0.6% | -0.5 | i | -3.9% | 7.4 | 0.8
COc1ccc(-n2c(=O)c3ccccc3n(CC(=O)NC3CCCCC3)c2=O)cc1OC | i | -3.2% | -11.4% | -0.9 | -1.4% | -11.0% | -2.5 | 14.3
Cc1cc(C(=O)OCC(=O)N2CC(C)OC(C)C2)ccc1[N+](=O)[O-] (stereo not given) | i | 1.2% | 1.2% | 0.2 | i | 2.0% | -8.5 | -2.8
Nc1ncnc(NC2CCS(=O)(=O)C2)c1[N+](=O)[O-] (stereo not given) | i | 9.6% | -7.3% | -0.1 | -0.6% | 5.2% | 8.0 | 1.1
Nc1nonc1-c1nc2ccccc2n1Cc1ccc(F)cc1 | i | 19.1% | -0.4% | -1.1 | -9.0%[57.5 µM] | 15.4% | 2.6 | -1.5
Cc1c(C=O)c2ccccn2c1C(=O)c1cccc([N+](=O)[O-])c1 | i | 2.4% | 0.9% | -13.4 | -13.1% | 0.1% | -25.2 | 0.5
Clc1ccc(Cc2ccccc2)nn1 | i | 7.8% | -2.6% | -1.8 | i | 10.7% | -3.5 | 0.9
CNc1nnc(CSc2nc(C)cc(C)n2)s1 | i | 1.0% | 0.6% | -1.0 | -11.0% | -6.8% | -27.1 | -9.1
CCOC(=O)c1c(S(=O)(=O)Nc2cccc(-c3ccno3)c2)c(C)n(C)c1C | i | 10.2% | ? | 2.4 | -16.5% | -21.1% | 3.4 | 5.3
O=C(NC12CC3CC(CC(C3)C1)C2)c1ccccc1O | i | 1.2% | 1.0% | -1.0 | -8.6%[57.5 µM] | 2.4% | -18.6 | 1.3

Two compounds picked at random from those above:
SMILES | Akt phos inh | EPAC2 agonist | MmCpn inh | CCT modulator | PTHR1 ag | EPAC2 antagonist | D3 antag | DRD3 agonist
Nc1ncnc(NC2CCS(=O)(=O)C2)c1[N+](=O)[O-] (stereo not given) | i | 9.6% | -7.3% | -0.1 | -0.6% | 5.2% | 8.0 | 1.1
Cc1c(C=O)c2ccccn2c1C(=O)c1cccc([N+](=O)[O-])c1 | i | 2.4% | 0.9% | -13.4 | -13.1% | 0.1% | -25.2 | 0.5

Next compounds.
SMILES | Akt phos inh | EPAC2 agonist | MmCpn inh | CCT modulator | PTHR1 ag | EPAC2 antagonist | D3 antag | DRD3 agonist
COc1ccc(C(=O)NCc2nnc(SCC(=O)c3ccccc3)n2C)cc1 | i | 0.8% | 0.3% | -2.4 | i | 10.7% | 6.2 | 2.5
CC(=O)c1cc(-c2ccccc2)n(CC(=O)N2CCC(N3CCCCC3)CC2)c1C | i | 3.7% | 0.8% | 0.9 | 3.9% | -6.3% | -17.3 | 5.2
NS(=O)(=O)c1ccc(CCNC(=O)c2cc(=O)[nH]c3ccccc23)cc1 | i | 6.1% | -0.9% | -1.1 | i | 2.3% | -9.7 | -9.3
CCOC(=O)c1cnc2c(Cl)c(Cl)ccc2c1NCCN1CCOCC1 | i | 1.1% | -0.9% | -16.6 | i | 1.2% | -21.4 | 3.5&2.8
Cc1cc(N2CCCC(C(=O)Nc3ccc4c(c3)CCC4)C2)n2ncnc2n1 (stereo not given) | i | 1.0% | -0.1% | -2.9 | i | -0.3% | 7.7 | -18.0
O=C(NCc1ccco1)c1cc(-c2ccccc2)nc2ccccc12 | i | -1.2% | -1.2% | -0.2 | -4.1% | -5.6% | 0.0 | -3.8
Cc1cc2c(=O)n(Cc3ccco3)c(SCC(=O)N3CCCc4ccccc43)nc2s1 | i | 8.6% | -3.6% | 2.7 | i | -1.0% | -1.7 | 5.2
COc1ccc(OC)c(NC(=O)CSc2nnnn2-c2ccccc2F)c1 | i | 0.0% | 0.2% | 1.1 | -7.5%[57.5 µM] | -12.3%[57.1 µM] | ? | 4.3
Cc1ccc(N2C(=O)c3cccc4cccc(c34)C2=O)cc1 | i | 11.4% | 2.0% | -3.5 | 0.1% | 8.2% | -11.3 | -6.8
C[C@H](NC(=O)[C@@H]1Cc2ccccc2CN1)C(=O)NC[C@H]1CC[C@H](C(=O)O)CC1 | i | 7.4% | 1.1% | -25.0 | -21.3% | -4.2% | -15.1 | -3.5
CCN1CCN(Cc2c(O)ccc3c2O/C(=C\c2ccccc2)C3=O)CC1 | i | 13.4% | -3.6% | 0.6 | i | 7.8% | -17.1 | -3.8
CC(c1ccco1)N(C(=O)C12CC3CC(CC(C)(C3)C1)C2)c1ccccn1 (stereo not given) | i | -1.6% | 0.0% | 2.0 | i | 8.9% | -57.6* | 3.1
COC(=O)c1ccc(Oc2ccc(C(F)(F)F)cn2)cc1 | i | 6.4% | -0.2% | -5.7 | -10.1% | -3.9% | 2.8 | 3.5
CCCN1CCN(S(=O)(=O)c2ccc3c(c2)OCCO3)CC1 | i | 17.5% | -0.6% | -0.6 | -9.3% | -0.2% | -16.5 | -2.9
COc1ccc(C(=O)/C=C/c2cn(CC(O)CN3CCN(C)CC3)c3ccccc23)cc1OC (stereo not given) | i | 14.7% | -2.0% | 0.0 | i | 7.3% | 4.6 | -4.2
O=S1(=O)CCC(N=Nc2c(O)n(Cc3ccccc3)c3ccccc23)C1 (stereo not given) | i | -5.7% | -1.3% | -1.2 | -19.0% | -8.8% | -2.1 | -10.9
CC(C)(C)[C@H]1C=C(C(=O)Nc2ccccc2)O[C@@H](OCc2ccc(CO)cc2)C1 | i | 20.6% | . | 0.3 | -36.0%[inhibitor] | -5.1% | -21.8 | -13.2
CN1c2ccccc2-c2ccccc2S1(=O)=O | i | 7.9% | . | -2.0 | -7.5% | -11.5% | 16.7 | 9.0
CN1CCN(c2ccc(Cl)cc2NC(=O)c2nn(-c3ccccc3)c(=O)c3ccccc23)CC1 | i | 5.7% | 0.6% | -1.5 | -0.4% | -3.6% | 25.2 | 3.1
NNC(=O)c1ccc(Cn2cc(Br)cn2)o1 | i | 12.3% | -0.4% | -0.8 | i | 4.8% | 4.7 | 0.2
COc1cc2cnc(CCO[C@H]3CCCCO3)cc2cc1OC | i | 11.8% | 0.0% | -0.4 | -20.0% | -6.8% | 3.8 | -5.6
CCc1ncc(C)[nH]1 | i | 4.9% | 1.8% | -3.4 | 1.6% | -5.6% | -21.3 | -15.2
O=C(c1cc(-c2ccc(Cl)cc2Cl)on1)N1CCOCC1 | i | -3.1% | 0.0% | 1.3 | -9.8%[57.5 µM] | 10.2% | 1.4 | -4.6
CC(=O)Nc1cccc(C(=O)Nc2ccc(S(=O)(=O)NC3=NCCCCC3)cc2)c1 | i | -3.6% | 2.3% | -3.0 | i | 8.8% | -6.4 | 17.3
O=C(CNc1cc(S(=O)(=O)N2CCOCC2)ccc1NCC1CCCO1)Nc1cccc(F)c1 (stereo not given) | i | 13.5% | -0.2% | -1.4 | -10.3% | -2.3% | 0.0 | -17.6
COc1cccc(OC)c1C(=O)NNC(=O)c1cccnc1 | i | 11.7% | 1.5% | -27.1 | i | -0.7% | 6.8 | -4.9
COc1ccc2oc(=O)c(C(=O)Nc3cccc(C)c3)cc2c1 | i | 2.4% | -4.1% | 0.9 | -16.2% | 13.5% | 38.3 | -9.3
Cc1cc2nnc(SCc3ccccc3)n2c(N)n1 | i | -0.7% | -1.3% | 2.2 | i | 9.8% | 10.7 | 3.0
CN(c1ccccc1)S(=O)(=O)c1ccc(Cl)nc1 | i | 11.3% | 0.7% | -2.2 | i | -1.5% | -8.0 | 1.6
Cc1cc(C)c2nncn2n1 | i | -4.9% | 1.1% | 0.8 | i | -1.1% | -0.7 | -11.4
CCOc1ccc(Cc2nc(C)c(CC(=O)N3CCOCC3)c(=O)[nH]2)cc1 | i | 1.5% | -1.6% | -1.7 | i | -0.1%[57.1 µM] | 10.7 | 4.8
Cc1cc2nc3c(=O)[nH]c(=O)[nH]c3nc2c([N+](=O)[O-])c1N | i | 12.3% | -2.6% | -0.6 | i | 33.1%[activator] | -18.3 | -13.4
CCOC(=O)N1CCN(C2CCCN(C(=O)c3ccccc3SC)C2)CC1 (stereo not given) | i | -1.0% | 0.1% | -0.8 | -14.6% | 12.5% | 21.9 | -12.0
CC(C)(C)c1nc(CN2CCCCC2)cc(CN2CCCCC2)c1O | i | 3.2% | -6.0% | 2.2 | i | 4.6% | -72.1* | 2.2
O=C(CCC(=O)NCc1ccccc1)NCc1ccccc1 | i | -2.4% | -1.1% | -1.2 | i | 9.1% | 9.3 | -4.0
CC(C)c1nc2cc(C(=O)NC(C)c3cnn(C)c3)ccc2o1 (stereo not given) | i | 8.1% | -0.6% | -2.3 | i | -5.1% | -11.7 | -3.6
NS(=O)(=O)c1ccc(O)c(NC(=O)c2ccc([N+](=O)[O-])cc2)c1 | i | 3.4% | -0.8% | 1.0 | -7.9% | 2.5% | -21.8 | -12.5
Cc1ccccc1NC(=O)CSc1nnc2ccc(-c3ccccn3)nn12 | i | 4.4% | -0.3% | 4.5 | -25.4% | 19.7% | 29.3 | 1.0
O=c1ccc2cc(S(=O)(=O)N3CCOCC3)ccc2o1 | i | 9.0% | 0.4% | -0.7 | i | -2.9% | -12.9 | -11.0
CCC(C)[C@H](NC(=O)Nc1ccccc1F)C(=O)OC (stereo not given in full) | i | 2.2% | 0.1% | -0.4 | -12.2% | -1.9% | 5.1 | 23.6
O=C(Nc1cccc(-c2nnc(-c3ccco3)o2)c1)C(c1ccccc1)c1ccccc1 | i | 5.6% | -0.8% | -5.3 | -9.3%[57.5 µM] | -14.1% | ? | -3.7
Cc1ccc(-c2nn(-c3ccccc3)cc2C(=O)NCC2CCCO2)cc1 (stereo not given) | i | 6.6% | -1.6% | -0.3 | -21.7% | 8.2% | -22.3 | -21.9
